CASP6 VEID inh: caspase-6 (human) enzyme inhibition | P55212 | purified caspase-6, Z-VEID-R110 cleavage fluorescence | inhibition, % at 12.5 µM | 350,000 compounds, 0.53% hits | AID 686996;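 active = mean inhibition across replicates at least about 35%, with every replicate also reaching that limit, limit read from the data; inconclusive = only one of the two criteria met; inactive = neither criterion met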;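 note: 0% = median of neutral control wells and 100% = no fluorescence left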
Target sequence (P55212 24-179 limits assumed): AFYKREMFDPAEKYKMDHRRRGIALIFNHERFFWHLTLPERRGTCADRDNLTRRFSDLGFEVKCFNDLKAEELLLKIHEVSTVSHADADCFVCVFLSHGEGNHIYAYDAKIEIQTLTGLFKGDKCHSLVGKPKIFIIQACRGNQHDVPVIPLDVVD
Target sequence (P55212 194-293 limits assumed): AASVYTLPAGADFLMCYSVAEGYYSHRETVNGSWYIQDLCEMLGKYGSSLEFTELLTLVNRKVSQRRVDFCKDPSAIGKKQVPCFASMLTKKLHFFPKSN
DENV2 CPE rescue: protects cells from dengue virus 2 cytopathic effect | CPE inhibition, % at 9.99 µM | DENV2-infected cells, cytopathic effect rescue, plate reader | 350,000 compounds, 1.7% hits; in the data active = CPE inhibition above about 20%, passing the limit was not always enough; inconclusive = no clear call, values can overlap the other calls; tested in BHK-21 cells;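 note: 0% = median of neutral control wells and 100% = median of positive control wells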
ERAP1 HTS inh: blocks human ERAP1 aminopeptidase activity. Q9NZ08. recombinant ERAP1, Leu-AMC fluorescence, 60 min. inhibition, % at 10.7 µM. 340,000 compounds, 0.15% hits. AID 652197;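 active = mean replicate inhibition of at least 30%, or all replicates individually reaching that 30% level; inactive = mean below 30% and not every replicate reaching it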;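 note: 0% = neutral control wells and 100% = L-leucinethiol positive control wells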
SIRT5 block: inhibitors of human sirtuin-5 desuccinylase | AID 652115 | Q9NXA8 | Purified SirT5, succinyl-peptide AMC, trypsin-coupled fluorescence | 330,000 compounds, 1.1% hits | inhibition, % at 15 µM; in the data active = inhibition above about 15%; inconclusive = no clear call, values can overlap the other calls
Target sequence (Q9NXA8 whole entry, looked up): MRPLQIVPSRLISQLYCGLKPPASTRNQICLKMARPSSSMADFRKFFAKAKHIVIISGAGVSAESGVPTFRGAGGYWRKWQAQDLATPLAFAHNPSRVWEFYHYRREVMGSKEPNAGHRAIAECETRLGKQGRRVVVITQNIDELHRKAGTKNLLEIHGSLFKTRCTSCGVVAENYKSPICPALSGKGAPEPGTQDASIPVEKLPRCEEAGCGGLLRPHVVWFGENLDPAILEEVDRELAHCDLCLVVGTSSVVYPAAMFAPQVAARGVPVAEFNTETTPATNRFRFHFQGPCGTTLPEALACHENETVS
ERp5 block: inhibitors of human ERp5; ERp5 insulin aggregation, absorbance 650 nm, 90 min; inhibition, % at 9.99 µM; 350,000 compounds, 0.05% hits;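 active = mean replicate inhibition above about 25%, with every replicate also reaching it, limit read from the data, passing the limit was not always enough; inconclusive = only one of those two criteria met; inactive = neither criterion met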
Target sequence (Q15084 whole entry, looked up): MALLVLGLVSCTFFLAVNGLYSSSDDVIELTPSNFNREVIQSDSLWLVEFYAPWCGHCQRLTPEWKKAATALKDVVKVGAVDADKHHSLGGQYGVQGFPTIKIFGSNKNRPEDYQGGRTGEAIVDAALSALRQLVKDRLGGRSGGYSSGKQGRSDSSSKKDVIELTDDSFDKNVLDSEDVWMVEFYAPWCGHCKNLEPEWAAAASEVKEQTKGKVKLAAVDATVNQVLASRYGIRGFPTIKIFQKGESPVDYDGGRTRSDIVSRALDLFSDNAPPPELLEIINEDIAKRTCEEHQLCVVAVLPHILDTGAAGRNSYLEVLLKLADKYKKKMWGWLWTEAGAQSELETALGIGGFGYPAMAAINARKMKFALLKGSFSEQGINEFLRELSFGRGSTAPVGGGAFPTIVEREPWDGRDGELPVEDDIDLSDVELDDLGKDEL
CFTR F508del cor: CFTR F508del correction in bronchial cells | CFBE cells, YFP halide quenching; stimulated with forskolin plus potentiator P3; % fluorescence drop versus neutral controls | activity (quench increase), % at 7.58 µM | AID 720511 | 350,000 compounds, 0.36% hits;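 active = mean added fluorescence quench of at least 8% versus neutral control, with both replicates also reaching 8%; inconclusive = only one of the mean or replicate conditions met; inactive = mean below 8% and not both replicates reaching 8%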;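 note: cells transiently co-express mutant CFTR-F508del with the halide-sensitive YFP; corrector assay measuring rescue of mutant channel to the surface after 24 h compound exposure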
miR-122 sensor: miR-122 inhibition in Huh7 cells | AID 602342 | 340,000 compounds, 0.3% hits | Huh7 miR-122 Renilla luciferase sensor, 48 h; neutral wells = 0, positive control = 100 | activation (reporter increase), % at 12.5 µM;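 active = mean replicate activation score at least 90 and every replicate individually at or above 90; inconclusive = only one of the two criteria met; inactive = neither criterion met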;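 note: higher luciferase means less miR-122 activity so hits act as miR-122 inhibitors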
* = called active by the depositor; ? = inconclusive; nt = no result given; [ ] = remark or other dose. Not a hit list; 4% or so of the library scored in one or more.

Every second line gives: CASP6 VEID inh, DENV2 CPE rescue, ERAP1 HTS inh, SIRT5 block, ERp5 block, CFTR F508del cor, miR-122 sensor
> O=C(NC1CCCCC1)[C@@H]1[C@@H](CO)[C@@H]2Cn3c(cccc3=O)[C@@H]2N1CCc1ccccc1
    2, -1, -1, -3, 2, 1.3, 5[16.7 µM]
> CC(OC(=O)CC1CC2CCC1C2)C(=O)Nc1ccc(N2CCOCC2)cc1 (stereo not given)
    5, -4, 0, 0, ?, -1.4, -8
> COC(=O)C1=C(C(=O)OC)C(c2cc([N+](=O)[O-])ccc2O)c2sc(=O)[nH]c2S1 (stereo not given)
    2, 10, 5, 1, 5, 1.8, nt
> O=C1C(=Cc2ccc(F)cc2)CCc2ccccc21
    2, -8, 7, -1, -2, -0.4, nt
> c1cn2cc(CSC3CCCCC3)nc2s1
    -1, nt, 0, -3, -3, nt, nt
> O=c1c(CN2CCN(c3ccccn3)CC2)coc2ccccc12
    -1, 7, -5, 1, -5, 3.0, nt
> C[C@H](CO)N1C[C@H](C)[C@H](CN(C)Cc2ccc(C(F)(F)F)cc2)Oc2c(NS(=O)(=O)c3ccc(F)cc3)cccc2C1=O
    1, 1, 0, -2, -8, -4.1, 27[16.7 µM]
> O=C(NCCNCCO)C1(C(F)(F)F)C/C(=C\Cc2ccccc2)CCCO1 (stereo not given)
    -4, -9, 2, 1, 5, -2.1, nt
> Cc1cccc(OCc2nnc(SCC(=O)Nc3ccc(C)c(Cl)c3)o2)c1
    nt, 13, -8, -1, 6, -3.9, nt
> COC(=O)c1cc(=O)c2cccc(OC)c2[nH]1
    -2, -6, nt, -12, 1, 2.4, -1

The list continues:
Every second line gives: CASP6 VEID inh, DENV2 CPE rescue, ERAP1 HTS inh, SIRT5 block, ERp5 block, CFTR F508del cor, miR-122 sensor
> O=C(NNc1nc(-c2ccccc2)cs1)c1ccc(F)cc1
    3, -6, 5, -1, -5, 0.2, 1
> NC(=S)N/N=C1\CCSc2ccc(Cl)cc21
    0, -4, 0, -4, 3, -0.1, -14
> COC(=O)C[C@H]1C=C[C@@H](NC(=O)Cc2cccnc2)[C@@H](CO)O1
    0, -8, 1, -1, 2, 3.5, nt
> COc1ccc(-c2cn(CC[C@H]3CC[C@@H](NC(=O)Cc4ccccn4)[C@@H](CO)O3)nn2)cc1
    1, 13, 0, 1, -4, 3.2, nt
> COc1cccc(-c2nc3c(c(=O)[nH]c(=O)n3Cc3ccccc3)n2CCO)c1OC(F)F
    -2, 2, 3, -3, -3, -2.0, -6
> O=C(COc1ccccc1)Nc1ccc(S(=O)(=O)N2CCCC2)cc1
    -5, -3, -3, nt, -2, -0.2, 1
> CCC(=O)Nc1cccc(C2=NOC3(C2)C[C@@H](C(N)=O)N(C(=O)COc2ccc(Cl)cc2)C3)c1 (stereo not given in full)
    -5, -6, 1, 1, 1, -0.6, -6
> CN(C(=O)CSc1ccc(S(=O)(=O)N2CCCCC2)cn1)c1ccccc1
    1, -6, 1, 1, -8, 0.7, -8
> C[C@H]1CN([C@@H](C)CO)C(=O)Cc2cc(NC(=O)Nc3ccc(C(F)(F)F)cc3)ccc2O[C@@H]1CN(C)C(=O)Nc1ccc(C(F)(F)F)cc1
    14, 3, 0, 3, -4, -1.6, 2[16.7 µM]
> C[C@H]1CN([C@@H](C)CO)C(=O)c2cc(NC(=O)Nc3ccccc3)ccc2O[C@H]1CN(C)Cc1ccccc1
    -1, 2, -5, 0, -4, -0.2, 19[16.7 µM]

Following part
Every second line gives: CASP6 VEID inh, DENV2 CPE rescue, ERAP1 HTS inh, SIRT5 block, ERp5 block, CFTR F508del cor, miR-122 sensor
> NC(Cc1ccc(Cl)cc1)c1csc(Nc2ccc(-c3ccccc3)nn2)n1 (stereo not given)
    -3, ?, 0, nt, 1, 2.1, -1
> COc1ccc(CN2C(=O)COc3ccccc32)cc1
    1, -1, -1, -4, -3, 1.2, -6
> CCCC(=O)Nc1ccc2c(c1)OC[C@@H](C)N(CC1CCCC1)C[C@H](C)[C@@H](OC)CN(C)C2=O
    0, -6, -3, 4, -2, 0.9, -18[16.7 µM]
> C[C@@H]1CN([C@H](C)CO)S(=O)(=O)c2ccc(-c3ccccc3)cc2O[C@@H]1CN(C)Cc1ccncc1
    1, -14, 3, 8, 6, 0.8, 2[16.7 µM]
> O=C(Nc1cc(S(=O)(=O)N2CCOCC2)ccc1O)c1ccc2c(c1)S(=O)(=O)c1ccccc1C2=O
    -3, -4, 7, -2, 3, nt, nt
> Cc1ccc(CNC(=O)C(=O)NCC2OCCN2C(=O)c2ccc(Cl)cc2)cc1 (stereo not given)
    0, 1, 4, 7, -6, -2.1, 7
> O=C(N/N=C/c1cc2c(cc1Cl)OCO2)c1cccc(Br)c1
    -1, -11, 1, -1, -1, 5.7, nt
> COc1ccccc1CN1C(=NC(=O)CCC2CCCC2)SC2CS(=O)(=O)CC21 (stereo not given)
    -2, 4, 1, 2, 4, 1.5, nt
> O=C(C[C@H]1C[C@@H]2c3cc(NS(=O)(=O)c4ccc(F)cc4)ccc3O[C@@H]2[C@H](CO)O1)NCc1ccccn1
    3, 1, -2, -1, -2, -0.8, -1[16.7 µM]
> C[C@@H]1CCCCO[C@H](CN(C)C(=O)Nc2ccccc2)[C@H](C)CN([C@@H](C)CO)C(=O)c2cc(NS(=O)(=O)c3ccc(Cl)cc3)ccc2O1
    8, -1, 3, 1, 6, -0.3, -12[16.7 µM]

Continued:
Every second line gives: CASP6 VEID inh, DENV2 CPE rescue, ERAP1 HTS inh, SIRT5 block, ERp5 block, CFTR F508del cor, miR-122 sensor
> CN(CC(=O)O)C(=O)c1ccccc1
    -1, 1, -1, -3, -3, 4.5, -30
> Cc1noc(C)c1NC(=O)N(C)C[C@@H]1Oc2c(NS(C)(=O)=O)cccc2C(=O)N([C@@H](C)CO)C[C@@H]1C
    -2, -5, -1, -3, -4, 0.5, -6[16.7 µM]
> C(=N\Nc1ccc2ccccc2n1)/c1ccc2c(c1)OCO2
    7, 1, -7, 15*, -5, -2.9, 4
> C[C@H]1CN([C@@H](C)CO)S(=O)(=O)c2ccc(-c3ccncc3)cc2O[C@@H]1CN(C)C(=O)c1ccc2c(c1)OCO2
    3, 26*, 4, -6, 0, -0.9, 19[16.7 µM]
> COc1ccccc1CNC(=O)C[C@@H]1C[C@@H]2c3cc(NC(=O)NC4CCCC4)ccc3O[C@@H]2[C@@H](CO)O1
    -6, 3, -3, nt, 3, 0.4, -1[16.7 µM]
> CCOC(=O)C1(C)CCCN(C(=O)c2cccc(C(F)(F)F)c2)C1 (stereo not given)
    -2, -4, -2, -1, -5, 0.6, 3
> C/C(=N/NC(=O)CNC(=O)c1cccnc1)c1ccco1
    0, -7, nt, -2, -1, -0.3, 5
> CO[C@@H]1CN(C)C(=O)c2ccc(NC(=O)Nc3ccccc3)cc2OC[C@H](C)N(C(=O)CC2CC2)C[C@H]1C
    0, -8, -3, 2, -10, 2.0, 8[16.7 µM]
> O=C1Nc2ccccc2C1=O
    -9, 14, 1, 4, 9, -1.8, 5
> COc1cc(NC(=O)[C@H](C)NC(=O)N2CCn3c2nc2ccccc23)cc(OC)c1
    0, -12, -2, 1, 0, -1.7, -3

Next records
Every second line gives: CASP6 VEID inh, DENV2 CPE rescue, ERAP1 HTS inh, SIRT5 block, ERp5 block, CFTR F508del cor, miR-122 sensor
> c1coc(CN2CNc3nc4ccccc4n3C2)c1
    -3, 7, nt, 2, 2, 0.0, nt
> O=C(Nc1ccccc1)Nc1ccc2ccccc2c1
    0, 2, -5, -1, 4, -5.1, nt
> CC(C)(C)NC(=S)N/N=C/c1cc(Br)c(O)c(Br)c1
    -5, -1, 4, 1, 0, -3.8, nt
> O=C(/C=C/c1cccc(F)c1)c1ccc(N2CCOCC2)cc1
    0, 6, 1, -8, 4, -0.9, 0
> COc1cccc(S(=O)(=O)Nc2ccc(C(=O)N3CCCCCC3)cc2)c1
    0, -1, -1, -3, 7, -1.7, 12
> C[C@H]1CN([C@@H](C)CO)C(=O)c2cc(NC(=O)CCC(F)(F)F)ccc2O[C@H]1CN(C)Cc1ccccc1
    -2, 15, -2, 3, 1, 1.2, -3[16.7 µM]
> CCCN(C(=O)Cc1coc2cc(C)c(C)cc12)c1c(N)n(Cc2ccccc2)c(=O)[nH]c1=O
    12, -3, 3, -1, 12, -0.8, nt
> CN(CC(=O)Nc1ccc(Cl)cc1)CC(=O)Nc1cccc(Br)c1
    2, -8, 1, -9, -1, -2.8, -2
> CCN(C(=O)CSc1nnc(-c2ccc(OC)cc2)n1C(C)C)C1CCS(=O)(=O)C1 (stereo not given)
    2, 6, -1, -8, 2, 2.7, -1
> COc1cc(CC(=O)Nc2ccc3nc(C)sc3c2)cc(OC)c1OC
    3, -9, -4, 4, -4, -1.1, -21

3 structures out of the list, ordered by length of the SMILES, smallest number first.
Every second line gives: CASP6 VEID inh, DENV2 CPE rescue, ERAP1 HTS inh, SIRT5 block, ERp5 block, CFTR F508del cor, miR-122 sensor
> O=C(/C=C/c1cccc(F)c1)c1ccc(N2CCOCC2)cc1
    0, 6, 1, -8, 4, -0.9, 0
> COc1cc(CC(=O)Nc2ccc3nc(C)sc3c2)cc(OC)c1OC
    3, -9, -4, 4, -4, -1.1, -21
> CCCN(C(=O)Cc1coc2cc(C)c(C)cc12)c1c(N)n(Cc2ccccc2)c(=O)[nH]c1=O
    12, -3, 3, -1, 12, -0.8, nt

The list goes on.
Every second line gives: CASP6 VEID inh, DENV2 CPE rescue, ERAP1 HTS inh, SIRT5 block, ERp5 block, CFTR F508del cor, miR-122 sensor
> CCN1CCN(c2oc(/C=C/c3ccccc3)nc2C#N)CC1
    -9, 4, nt, -21, 1, -1.2, nt
> Cc1ccc(C(C(=O)NC2CCCC2)N(C(=O)c2csnn2)C2CCCC2)o1 (stereo not given)
    2, nt, 1, -3, -4, nt, -7
> O=C1CC2(CCCCCC2)Oc2ccc(Cl)cc21
    1, 13, nt, nt, 14, -0.9, -7
> COc1cc(C(=O)NCc2nnc(SCC(=O)N3CCCc4ccccc43)o2)cc(OC)c1OC
    -1, ?, 5, -2, 4, -1.5, -8
> O=C(CN1CCOCC1)N1CCCCN2[C@@H](CO)[C@@H](c3ccc(/C=C/c4ccccc4)cc3)[C@@H]2C1
    -2, 10, 4, 0, -3, 1.9, 6[16.7 µM]
> O=C(CSc1ccc2ccccc2n1)Nc1ccc(N2CCOCC2)cc1
    2, 2, 3, -1, 3, -1.7, nt
> Cc1oc2c(CN(C)C)c(O)ccc2c(=O)c1-c1ccc2ccccc2n1
    1, -4, 3, 0, 2, -2.0, -2
> COc1ccc(-n2nc(C(=O)NCC(=O)NCCCN3CCN(C)CC3)c3ccccc3c2=O)cc1
    -14, 5, -2, -5, 3, 4.0, -5
> C[C@@H]1CCCCO[C@H](CN(C)S(=O)(=O)c2cccs2)[C@H](C)CN([C@H](C)CO)C(=O)c2cc(NS(C)(=O)=O)ccc2O1
    0, -3, -4, 0, -4, -4.6, -1[16.7 µM]
> Nc1cc(=O)[nH]c(SCCSc2cc(Cl)ccc2Cl)n1
    2, 7, -1, 2, 0, 2.2, -1

Single records (already shown). Screens in order: CASP6 VEID inh, DENV2 CPE rescue, ERAP1 HTS inh, SIRT5 block, ERp5 block, CFTR F508del cor, miR-122 sensor
`O=C(Nc1cc(S(=O)(=O)N2CCOCC2)ccc1O)c1ccc2c(c1)S(=O)(=O)c1ccccc1C2=O` reads -3, -4, 7, -2, 3, nt, nt
`O=C(NNc1nc(-c2ccccc2)cs1)c1ccc(F)cc1` reads 3, -6, 5, -1, -5, 0.2, 1
`O=C1Nc2ccccc2C1=O` reads -9, 14, 1, 4, 9, -1.8, 5
`c1cn2cc(CSC3CCCCC3)nc2s1` reads -1, nt, 0, -3, -3, nt, nt
`CCN1CCN(c2oc(/C=C/c3ccccc3)nc2C#N)CC1` reads -9, 4, nt, -21, 1, -1.2, nt
